FN deposit inh = inhibitors of fibronectin matrix deposition, primary screen, AH1F cells, Alexa488-fibronectin fluorescence, plate reader; AH1F fibroblasts, overnight; inhibition, % at 12.6 µM; 350,000 tested, 0.086% active; AID 743247, 2014;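 active = mean inhibition across replicates of 30% or more, regardless of how many single replicates reach that level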;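 also: positive control wells lacked labelled fibronectin entirely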
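Material – AH1F fibroblast monolayer, labelled fibronectin deposition · Reagent – labelled fibronectin 24 nM · Timing – 1 h adhesion, overnight exposure · Measured by – fluorescence at 485 nm excitation, 525 nm emission · Read-out – inhibition of fibronectin deposition signal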
Cneo AK release = Cryptococcus neoformans cell lysis inducers, primary screen, AK release luminescence, single concentration | C. neoformans lysis, adenylate kinase release luminescence, 4 h; normalised: neutral wells 0, clomiphene wells 100 | lysis activity, % at 15 µM | 360,000 tested, 0.2% active;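 active = mean lysis activity across replicates of at least 80%, whatever share of replicates individually reach that level; inactive = mean lysis activity below 80%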
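Signal: Adenylate kinase release luminescence | Assay system: Log-phase Cryptococcus neoformans yeast cells | Input: Cells at 5 × 10^6 per mL | Buffer or medium: Fresh YPD growth medium | Compound: Single dose | Schedule: Static 4 h at 37 °C with compound, 1 h detection | Controls: Clomiphene | Read-out: Luminescence rise reflecting yeast cell lysis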
PAX8 reporter = inhibitors of PAX8-driven TPO luciferase reporter, primary screen, RMG-I cells, single concentration | SteadyGlo, 24 h | 360,000 tested, 1.2% active | inhibition, % at 12.6 µM;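 active = mean replicate inhibition at least 60% with every replicate also reaching 60%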;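 also: luciferase light reporting Pax8 driven TPO promoter activity; plate controls were median of neutral control wells for no effect and mitoxantrone controls for full effect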
LGR2 inh = inhibitors of bursicon-induced LGR2 CRE-luciferase signal, primary screen, cell-based, HEK293, CRE-luciferase reporter, bursicon stimulation; 380,000 tested, 0.35% active; Drosophila bursicon receptor LGR2 (rickets); inhibition, % at 9.99 µM; bursicon-stimulated, 4 h;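 active = drop in luminescence signal, shown as inhibition above about 50% in the replicate tests, limit read from the data, passing the limit was not always enough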;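 also: agonist challenge used bursicon conditioned medium at about half maximal strength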
EWS-Fli block = EWS/Fli-driven NR0B1 reporter inhibitors, primary screen, A673 cells, NR0B1 luciferase, luminescence, MLPCN library; viability-normalised; inhibition, % at 12.6 µM; 350,000 tested, 0.67% active;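 active = mean inhibition of at least 50% after viability correction, with every replicate also passing that limit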;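 also: firefly luciferase signal divided by Alamar Blue viability fluorescence both relative to DMSO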
PGC1a acetyl inh = inhibitors of PGC1a acetylation signal, primary screen, cell-based, U2OS, AlphaScreen, inhibitor mode | AlphaScreen anti-acetyl-lysine; with virally co-expressed GCN5 acetyltransferase | inhibition, % at 15.6 µM | 350,000 tested, 0.17% active | AID 651687, 2012;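 active = every replicate shows inhibition of at least 40%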;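 also: 0% = neutral control wells and 100% = positive control wells; some results beyond the cut were filed as inactive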
CASP6 VEID inh = human caspase-6 inhibitors, primary screen, biochemical, VEID-R110 fluorescence, single point, set 2. P55212. purified caspase-6, Z-VEID-R110 cleavage fluorescence. inhibition, % at 12.5 µM. 350,000 tested, 0.53% active;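 active = mean inhibition across replicates at least about 35%, with every replicate also reaching that limit, limit read from the data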;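 also: 0% = median of neutral control wells and 100% = no fluorescence left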
Target sequence (P55212 24-179 limits assumed): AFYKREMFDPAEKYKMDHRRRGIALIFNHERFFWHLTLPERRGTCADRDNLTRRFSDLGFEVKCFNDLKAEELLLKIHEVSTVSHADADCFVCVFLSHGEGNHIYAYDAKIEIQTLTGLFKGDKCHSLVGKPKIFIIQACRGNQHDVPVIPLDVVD
Target sequence (P55212 194-293 limits assumed): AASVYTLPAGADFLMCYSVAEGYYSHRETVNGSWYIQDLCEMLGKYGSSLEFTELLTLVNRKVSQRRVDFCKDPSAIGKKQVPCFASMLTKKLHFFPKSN
miR122 inh = miR-122 Renilla sensor signal increase in Huh7, primary screen, miR-122 inhibitor project, cell-based, single point, plate reader | Huh7 miR-122 Renilla luciferase sensor, 48 h; neutral wells = 0, positive control = 100 | activation (reporter increase), % at 12.5 µM | 340,000 tested, 0.3% active | AID 602342, 2012;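 active = mean replicate activation score at least 90 and every replicate individually at or above 90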;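 also: higher luciferase means less miR-122 activity so hits act as miR-122 inhibitors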
Starred values were filed as active, the others as inactive; . = no result given; [ ] = another dose, or the depositor's remark.

Start of the listing, in advance, 2 compounds:
#	Compound	FN deposit inh	Cneo AK release	PAX8 reporter	LGR2 inh	EWS-Fli block	PGC1a acetyl inh	CASP6 VEID inh	miR122 inh
1	Cc1ccc(CNC(=O)C(=O)NCC2OCCN2S(=O)(=O)c2cccs2)cc1 (stereo unspecified)	-1	1	-6	-9	-9	-3	0	-6
2	CCc1nnc(NC(=O)Cc2ccc(Br)cc2)s1	5	.	-11	-39	9	.	-1	.

Main list, from the first entry:
#	Compound	FN deposit inh	Cneo AK release	PAX8 reporter	LGR2 inh	EWS-Fli block	PGC1a acetyl inh	CASP6 VEID inh	miR122 inh
1	Cc1ccc(CNC(=O)C(=O)NCC2OCCN2S(=O)(=O)c2cccs2)cc1 (stereo unspecified)	-1	1	-6	-9	-9	-3	0	-6
2	CCc1nnc(NC(=O)Cc2ccc(Br)cc2)s1	5	.	-11	-39	9	.	-1	.
3	COCC(=O)N1[C@H](CN(C)C(=O)c2ccncc2)[C@@H](c2ccccc2)[C@@H]1CO	.	-2	-4	-11	3	-5	.	0[16.7 µM]
4	CCOc1ccc(-c2nc(S(=O)(=O)c3ccccc3)c(N3CCOCC3)o2)cc1	-1	.	-6	6	1	.	0	.
5	CN1CCN(CCCNC(=O)c2cc3c(=O)n(C)c4ccccc4c3s2)CC1	8	-1	-16	.	10	-2	-42	-15
6	CC1(C)C2CCC1(CS(=O)(=O)NCCc1c[nH]c3ccccc13)C(=O)C2 (stereo unspecified)	0	1	17	11	14	.	-1	.
7	Cc1[nH]c(C)c2c(=O)n(Cc3ccc(Cl)cc3)ncc12	-6	1	33	18	1	-4	0	.
8	COc1ccccc1-c1ccc2c(c1)O[C@H](CN(C)C(=O)Nc1ccccc1)[C@H](C)CN([C@@H](C)CO)S2(=O)=O	.	-1	-1	9	7	-2	-2	20[16.7 µM]
9	Cc1cccc(NC(=O)CCCSc2nc3ccccc3[nH]2)c1	-4	.	4	14	-5	11	-2	.
10	CO[C@@H]1CN(C)C(=O)c2cc(NS(=O)(=O)c3cn(C)cn3)ccc2OC[C@@H](C)N(CCC(F)(F)F)C[C@H]1C	.	-5	11	-30	-7	-5	2	.
11	CS(=O)(=O)c1ccc(C(=O)Nc2cccc(-c3nc4ccccc4[nH]3)c2)cc1	-10	-4	-5	11	-23	-21	-2	20
12	COc1ccc(CN(C)C[C@H]2OCCCC[C@@H](C)Oc3ccc(NS(=O)(=O)c4ccccc4)cc3C(=O)N([C@H](C)CO)C[C@@H]2C)cc1	-9	-1	10	-7	6	-1	-1	10[16.7 µM]
13	CCCNC(=S)N1CCCC(c2nc3ccccc3[nH]2)C1 (stereo unspecified)	8	.	15	-3	4	.	-1	.
14	COc1cccc(OC)c1C(=O)NCC12CC3CC(C1)CC(CNC(=O)c1c(OC)cccc1OC)(C3)C2	7	-1	8	8	7	-22	1	1
15	COCCn1nnnc1C(CC(C)C)N1CCN(c2nc3ccccc3s2)CC1 (stereo unspecified)	-10	.	-2	19	0	9	0	.
16	C[C@H](CO)N1C[C@H](C)[C@H](CN(C)Cc2ccc(Cl)c(Cl)c2)Oc2ccc(NS(=O)(=O)c3cccs3)cc2CC1=O	.	-1	.	1	-3	-3	-2	-1[16.7 µM]
17	COc1ccccc1CNC(=O)C1CCC1	8	.	-3	0	-6	.	-2	.
18	O=C(CC(F)(F)F)N1C[C@@H]2[C@H](c3ccccc31)[C@@H](CO)N2C(=O)C1CCOCC1	.	1	-5	1	-5	5	-3	0[16.7 µM]
19	C[C@@H]1CCCCO[C@@H](CN(C)Cc2ccc3c(c2)OCO3)[C@H](C)CN([C@H](C)CO)C(=O)c2cc(NS(C)(=O)=O)ccc2O1	.	.	-6	-9	9	.	.	-3[16.7 µM]
20	Cc1ccc(S(=O)(=O)Nc2cccc3c2O[C@H](CN(C)C(=O)Nc2ccc4c(c2)OCO4)[C@H](C)CN([C@H](C)CO)C3=O)cc1	.	0	.	-3	-2	7	2	0[16.7 µM]
21	CC(=O)N(Cc1ccccc1)c1ccc(C(=O)O)cc1	1	0	9	5	.	4	0	7
22	COc1ccc(CC(=O)NCc2n[nH]c(=S)n2-c2ccc(F)cc2)cc1	7	.	20	11	14	.	-2	.
23	Nc1c(C(=O)CSc2nnc(COc3ccc(Cl)cc3)o2)c(=O)[nH]c(=O)n1C1CC1	0	2	1	7	-6	3	-1	.
24	COc1cccc(NC(=O)NCC2CCN(Cc3ccc(F)cc3)CC2)c1	5	2	9	-20	-102	3	-4	-7
25	CC(=O)c1cccc(NC(=O)N2CCC(c3nnc(SCC(N)=O)n3C)CC2)c1	1	0	10	.	.	6	.	-6
26	O=C(Nc1ccccc1N1CCOCC1)C1=COCCO1	-3	0	.	-3	-1	.	10	.
27	COc1ccccc1[C@@]1(C)ON(c2ccccc2C(F)(F)F)C1=O	-1	2	34	23	24	.	-2	.
28	CCOc1ccc(C2CC=C(C(C)=O)CN2S(=O)(=O)c2ccc(C)cc2)cc1 (stereo unspecified)	0	6	-5	.	4	-2	-1	61
29	O=C(NCc1ccc(Cl)cc1)c1cc2ccccn2n1	5	-3	-15	-40	-40	3	2	-1
30	CCOP(=O)(c1ccccc1)C(O)c1ccc(F)cc1 (stereo unspecified)	-11	.	6	-4	7	.	2	.

Single records (already shown):
COc1ccccc1[C@@]1(C)ON(c2ccccc2C(F)(F)F)C1=O as listed: FN deposit inh = -1; Cneo AK release = 2; PAX8 reporter = 34; LGR2 inh = 23; EWS-Fli block = 24; PGC1a acetyl inh = .; CASP6 VEID inh = -2; miR122 inh = .
O=C(CC(F)(F)F)N1C[C@@H]2[C@H](c3ccccc31)[C@@H](CO)N2C(=O)C1CCOCC1 as listed: FN deposit inh = .; Cneo AK release = 1; PAX8 reporter = -5; LGR2 inh = 1; EWS-Fli block = -5; PGC1a acetyl inh = 5; CASP6 VEID inh = -3; miR122 inh = 0[16.7 µM]

Reprinted at random: 2 entries already listed, in no set order.
#	Compound	FN deposit inh	Cneo AK release	PAX8 reporter	LGR2 inh	EWS-Fli block	PGC1a acetyl inh	CASP6 VEID inh	miR122 inh
18	O=C(CC(F)(F)F)N1C[C@@H]2[C@H](c3ccccc31)[C@@H](CO)N2C(=O)C1CCOCC1	.	1	-5	1	-5	5	-3	0[16.7 µM]
24	COc1cccc(NC(=O)NCC2CCN(Cc3ccc(F)cc3)CC2)c1	5	2	9	-20	-102	3	-4	-7

(more compounds)
#	Compound	FN deposit inh	Cneo AK release	PAX8 reporter	LGR2 inh	EWS-Fli block	PGC1a acetyl inh	CASP6 VEID inh	miR122 inh
31	COc1ccc(NC(=O)Cn2nnc(-c3ccccc3NS(=O)(=O)c3ccc(OC)cc3)n2)cc1	5	-4	31	-14	11	2	2	8
32	Cc1ccc(S(=O)(=O)Nc2ccc3c(c2)CC(=O)N([C@@H](C)CO)C[C@H](C)[C@@H](CN(C)S(=O)(=O)c2ccc(F)cc2)O3)cc1	.	42	-17	-10	1	-6	.	0[16.7 µM]
33	CC(C)(C)OC(=O)N1CCC(c2c(C(=O)N3CCN(C4CCCCC4)CC3)cnn2-c2ccccc2)CC1	2	0	-6	-1	.	0	3	-3
34	COc1ccc(NC(=S)N(CCCN2CCCC2)Cc2cccs2)cc1	4	0	-3	4	.	.	.	-2
35	c1ccc(-c2ccc(-c3nc(-c4cccnc4)no3)cc2)cc1	-5	-7	.	.	.	2	.	-6
36	CCCC#Cc1ccc([C@@H]2[C@@H](CO)N3CCCCN(Cc4cncnc4)C[C@H]23)cc1	.	0	19	-27	-10	-1	.	6[16.7 µM]
37	CC(C)NC(=O)N(C)C[C@@H]1OCCCC[C@@H](C)Oc2ccc(N(C)C)cc2C(=O)N([C@H](C)CO)C[C@H]1C	-2	.	8	11	.	12	.	-3[16.7 µM]
38	C[C@H]1CCCCO[C@@H](CN(C)S(=O)(=O)c2cn(C)cn2)[C@@H](C)CN([C@@H](C)CO)C(=O)c2cc(NC(=O)C3CCCCC3)ccc2O1	.	0	-9	7	-2	.	-5	-4[16.7 µM]
39	C[C@H]1CN([C@@H](C)CO)C(=O)c2ccccc2-c2ccccc2CO[C@H]1CN(C)S(=O)(=O)CC(F)(F)F	.	-2	-34	.	6	4	0	.
40	COCC(=O)N(C)C[C@H]1Oc2cc(C#Cc3ccccc3)ccc2S(=O)(=O)N([C@@H](C)CO)C[C@H]1C	-1	-1	.	1	-6	4	0	-19[16.7 µM]
41	CCS(=O)(=O)Nc1ccc(-c2cc(-c3ccccc3)c3cc(C)ccc3n2)cc1	2	.	10	12	-3	.	.	.
42	CCN(CC)CCOCCOc1ccccc1F	.	1	.	3	8	5	-3	5
43	C/C(=N\N=C(N)N)c1cccc([N+](=O)[O-])c1	-2	.	17	5	-3	.	2	.
44	COc1ccc(-c2cnc3c(c2)C(=O)N([C@H](C)CO)C[C@H](C)[C@H](CN(C)C(=O)C2CCC2)O3)cc1	.	-2	.	6	-7	1	1	53[16.7 µM]
45	N#C[C@H]1[C@H](c2ccc(C3=CCCCC3)cc2)[C@H](CO)N1C(=O)NC1CCCC1	-6	.	12	2	7	-4	2	.
46	Cc1ccc(C(=O)NCC(=O)O)s1	1	.	48	-12	5	11	18	-3
47	Cc1ccc2c(COC(=O)CNS(=O)(=O)c3ccccc3)cc(=O)oc2c1	-4	-1	-5	2	2	-1	2	-10
48	Cc1noc(C)c1NC(=O)N(C)C[C@@H]1OCCCC[C@@H](C)Oc2ccc(NC(=O)c3ccncc3)cc2C(=O)N([C@H](C)CO)C[C@H]1C	.	0	1	-8	7	9	1	-9[16.7 µM]
49	Cc1ccc(F)c(N=Cc2c(O)c3ccccc3oc2=O)c1	4	-1	15	10	2	15	0	-5
50	CN(Cc1ccccc1)C(CNS(=O)(=O)c1ccccc1)c1ccccc1 (stereo unspecified)	-3	1	-14	15	4	-44	6	44
51	Cc1ccc(NC(=O)c2ccc(NCCc3ccccc3)c([N+](=O)[O-])c2)cc1F	5	-8	25	-18	.	-3	.	0
52	CCN1CCCC1CNC(=O)C(=O)Nc1cccc(OC)c1 (stereo unspecified)	-4	.	35	-14	-3	.	-4	.
53	O=C(C[C@H]1CC[C@H]2[C@@H](COC[C@@H](O)CN2C(=O)Nc2cc(Cl)cc(Cl)c2)O1)NCC1CC1	4	3	.	15	.	-9	-6	2[16.7 µM]

Screening data (PubChem)
